KinaseGlo FLuc = Counterscreen for Luciferase (Kinase-Glo TM) Inhibition. Kinase-Glo luciferase, ATP luminescence, 8 min. actives 0.28% (n = 200,000). Potency, µM (highest dose often 38.3 µM), without a hit: at the top dose activity change, negative = inhibition, hits mostly inhibitors; further: potency means the concentration at half of the fitted maximal effect; on the % scale 0 is the no-effect control and ±100 the full control effect; nearly all actives have a fitted effect of over 60% in size
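Inhibition of Kinase-Glo luciferase light generation was assessed at 10 uM ATP in pH 7.2 imidazole buffer, with luminescence measured after eight minutes at ambient temperature.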
NPSR antagonist = qHTS Assay for Antagonists of the Neuropeptide S Receptor: cAMP Signal Transduction. Q6W5P4. CHO-NPSR cells, cAMP TR-FRET, antagonist mode. Potency, µM (series often up to 38.3 µM), for the others: top-dose activity change, negative = inhibition, most hits filed as inhibitors. actives 1% (n = 220,000); further: potency means the concentration at half of the fitted maximal effect; on the % scale 0 is the no-effect control and ±100 the full control effect; nearly all actives have a fitted effect of over 50% in size; many of its hits are not listed in these tables
Target sequence (Q6W5P4 whole entry, looked up): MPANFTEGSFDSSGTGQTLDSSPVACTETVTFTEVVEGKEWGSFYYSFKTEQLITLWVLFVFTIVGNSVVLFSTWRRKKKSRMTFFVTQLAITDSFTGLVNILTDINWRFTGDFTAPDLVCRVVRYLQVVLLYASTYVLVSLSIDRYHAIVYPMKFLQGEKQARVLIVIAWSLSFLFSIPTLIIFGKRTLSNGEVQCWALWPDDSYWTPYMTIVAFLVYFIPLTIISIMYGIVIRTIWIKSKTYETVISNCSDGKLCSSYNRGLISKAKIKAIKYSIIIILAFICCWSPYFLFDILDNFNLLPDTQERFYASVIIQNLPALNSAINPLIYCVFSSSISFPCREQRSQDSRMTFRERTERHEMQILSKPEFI
IMPase Li inh = qHTS Assay for Identifying the Cell-Membrane Permeable IMPase Inhibitors: Potentiation with Lithium. CHO-M1 cells, IP1 TR-FRET (IP-One), carbachol + lithium. Potency, µM (doses to about 59.4 µM), inactives show top-dose activity, negative = IMPase inhibition, usual class: inhibitors. actives 0.35% (n = 210,000). AID 1457, 2008;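 further: IP1 builds up when IMPase is blocked and the TR-FRET signal falls; potency means the concentration at half of the fitted maximal effect; plate controls were basal vehicle for no effect and high inhibitor control for full effect; nearly all actives have a fitted effect of over 50% in size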
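CHO cells stably expressing M1 receptor (2000/well, cultured 16–30 h) treated 30 min at 37C with compound plus low lithium. Cytosolic IP1 by TR-FRET (665/620 ratio and 620 channel) after 10 min lysis; AC50 by Hill fit.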
Epigenetic reg = Quantitative High-Throughput Screen for Regulators of Epigenetic Control. Potency, µM (highest dose often 53.9 µM), for inactives: at the highest dose GFP activation, hits mostly activators. actives 0.2% (n = 280,000). murine LDR cells, GFP reporter derepression, 30 h; further: potency means the concentration at half of the fitted maximal effect; % of control where 0% means no effect; nearly all actives have a fitted effect of over 60% in size
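GFP-positive cell count by laser-scanning cytometry (objects 20–120 um) after 30 h, 37 C compound exposure of murine LDR cells; reporter is CMV-GFP integrated at a silenced locus, inducible by HDAC or DNMT inhibitors.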
HttQ103 aggreg = qHTS Multiplex Assay to Identify Dual Action Probes in a Cell Model of Huntington: Aggregate Formation (GFP). actives 1.1% (n = 220,000). Potency, µM (doses to about 46.1 µM), for inactives: top-dose activity change, negative = inhibition, hits mostly inhibitors. PC12 HttQ103-GFP aggregates, Acumen cytometry, 40 h. AID 1688, 2009; further: potency means the concentration at half of the fitted maximal effect; on the % scale 0 is the no-effect control and ±100 the full control effect; nearly all actives have a fitted effect of over 60% in size
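Quantitative HTS on tebufenozide-induced (100 nM) PC12 cells stably expressing polyQ103 Huntingtin exon 1–GFP. Reduction of bright GFP aggregates, detected by laser scanning cytometry after lysis, identified actives across the titration.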
CBFb-RUNX1 inh = qHTS Assay for Compounds Blocking the Interaction Between CBF-beta and RUNX1 for the Treatment of Acute Myeloid Leukemia; Runt-related transcription factor 1 (Homo sapiens) + Core-binding factor subunit beta …; AlphaScreen CBFb-His/RUNX1-biotin binding, biochemical; Potency, µM (highest dose often 59.8 µM), for inactives: top-dose activity, negative = inhibition, usual class: inhibitors; 230,000 tested, under 10 active; further: % of control where 0% means no effect
Target sequence (Q01196 whole entry, looked up): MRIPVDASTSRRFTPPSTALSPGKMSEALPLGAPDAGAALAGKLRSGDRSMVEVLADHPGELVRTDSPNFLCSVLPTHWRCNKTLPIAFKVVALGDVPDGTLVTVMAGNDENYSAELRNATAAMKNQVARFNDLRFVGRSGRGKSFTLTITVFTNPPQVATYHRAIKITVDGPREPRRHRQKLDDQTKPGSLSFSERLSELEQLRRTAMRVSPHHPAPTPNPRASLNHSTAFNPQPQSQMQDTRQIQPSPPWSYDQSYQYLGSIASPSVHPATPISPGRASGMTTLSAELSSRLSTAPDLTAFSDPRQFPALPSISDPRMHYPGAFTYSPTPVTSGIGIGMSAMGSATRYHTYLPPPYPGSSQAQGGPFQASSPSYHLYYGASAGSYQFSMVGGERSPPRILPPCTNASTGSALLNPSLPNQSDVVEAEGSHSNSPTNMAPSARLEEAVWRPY
Target sequence (Q13951 whole entry, looked up): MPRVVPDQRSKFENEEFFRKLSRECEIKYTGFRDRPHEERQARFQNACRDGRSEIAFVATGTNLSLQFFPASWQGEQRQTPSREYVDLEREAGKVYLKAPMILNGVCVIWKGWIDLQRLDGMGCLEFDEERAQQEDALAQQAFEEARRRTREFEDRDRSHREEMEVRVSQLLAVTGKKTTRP
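AlphaScreen proximity signal reports loss of binding between His-tagged CBF-beta and biotin-labelled RUNX1, each at 30 nM. Proteins are pre-associated for 20 minutes, compounds added for 15 minutes, then beads for 90 minutes, all at ambient temperature.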
L3MBTL1 inh = qHTS Assay for the Inhibitors of L3MBTL1. Lethal(3)malignant brain tumor-like protein 1 (Homo sapiens), Q9Y468. AlphaScreen L3MBTL1–H3K9me1 peptide binding. Potency, µM (titrated, usually from 57.1 µM), for the others: at the highest dose activity, negative = inhibition, actives largely listed as inhibitors. actives 0.66% (n = 230,000). AID 485360, 2010; further: potency means the concentration at half of the fitted maximal effect; on the % scale 0 is the no-effect control and ±100 the full control effect; nearly all actives have a fitted effect of over 60% in size
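AlphaScreen proximity signal between nickel-chelate acceptor and streptavidin donor beads (final 10 ug/mL) reports binding of 50 nM L3MBTL1 to 75 nM biotin-H3 K9me1 peptide; complex incubated with compounds 30 min at room temperature; cefsulodin titration as control.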
* = called active by the depositor; u = inconclusive; x = not tested or not shown; & = joins results of further samples; [ ] = another dose, or the depositor's remark. The call rests on the fitted dose curve; in most records, active means well fitted curve in the direction sought with a large enough effect; inconclusive means small, poorly fitted or top-dose-only effect, or another doubt; inactive means no such curve, though single readings can be large; an effect the other way counts as inactive or inconclusive.

Codes – A = KinaseGlo FLuc; B = NPSR antagonist; C = IMPase Li inh; D = Epigenetic reg; E = HttQ103 aggreg; F = CBFb-RUNX1 inh; G = L3MBTL1 inh
Cc1cccc(C)c1-n1cccc1/C=C1/C(=N)N2C(=NC1=O)SN=C2S(C)(=O)=O
  A: 3%; B: -49%; C: 6%; D: -0.6%; E: -10%; F: -7%; G: x

COC(=O)c1ccccc1NC(=O)n1cc(C)cn1
  A: -1%; B: 4%[46.1 µM]; C: 7%[38.3 µM]; D: 0.2%; E: 0%; F: -9%; G: 3%

O=C(NCCc1ccc(F)cc1)c1cccs1
  A: -3%; B: 2%[46.1 µM]; C: 0%; D: -2.3%; E: -19%; F: 13%; G: 5%

CC(C)OC(=O)CSc1nnc(-c2ccc([N+](=O)[O-])cc2)o1
  A: -7%; B: 8%; C: 13%; D: 1.1%; E: x; F: -2%; G: -10%

C[C@H](NC[C@H](O)CP(=O)(O)Cc1ccccc1)c1ccc(Cl)c(Cl)c1
  A: 2%; B: x; C: 2%&2%; D: 1.1%&7.3%; E: x; F: u; G: x

N#C/C(=C(/O)c1cc2ccccc2o1)c1nc2ccccc2s1
  A: x; B: 27%; C: x; D: 1.2%; E: -17%[9.22 µM]; F: 5%; G: 3%

Cc1cccc(NC(=S)NN2CCOCC2)c1C
  A: -1%; B: -4%[46.1 µM]; C: 14%[38.3 µM]; D: 0.9%; E: -10%; F: -11%; G: x

O=C(c1ccc(CN2CCOCC2)cc1)N1CCC(Cc2ccccc2)CC1
  A: -1%; B: -5%[46.1 µM]; C: 5%[38.3 µM]; D: -3.3%; E: -31%; F: -3%; G: -1%

CCC(C)NC(=O)N[C@@H](CCSC)C(=O)OC (some centres not stated)
  A: -5%; B: 5%[46.1 µM]; C: 36%[activator][38.3 µM]; D: 1.5%; E: 0%; F: 4%; G: x

CCOc1ccc(Nc2nc(NCc3ccco3)nc(N)c2[N+](=O)[O-])cc1
  A: x; B: -20%; C: x; D: 2.5%; E: -10%[9.22 µM]; F: 5%; G: -12%

Record cards, from the list above:
N#C/C(=C(/O)c1cc2ccccc2o1)c1nc2ccccc2s1 reads KinaseGlo FLuc: x; NPSR antagonist: 27%; IMPase Li inh: x; Epigenetic reg: 1.2%; HttQ103 aggreg: -17%[9.22 µM]; CBFb-RUNX1 inh: 5%; L3MBTL1 inh: 3%
O=C(c1ccc(CN2CCOCC2)cc1)N1CCC(Cc2ccccc2)CC1 reads KinaseGlo FLuc: -1%; NPSR antagonist: -5%[46.1 µM]; IMPase Li inh: 5%[38.3 µM]; Epigenetic reg: -3.3%; HttQ103 aggreg: -31%; CBFb-RUNX1 inh: -3%; L3MBTL1 inh: -1%
CC(C)OC(=O)CSc1nnc(-c2ccc([N+](=O)[O-])cc2)o1 reads KinaseGlo FLuc: -7%; NPSR antagonist: 8%; IMPase Li inh: 13%; Epigenetic reg: 1.1%; HttQ103 aggreg: x; CBFb-RUNX1 inh: -2%; L3MBTL1 inh: -10%

Further records:
Codes – A = KinaseGlo FLuc; B = NPSR antagonist; C = IMPase Li inh; D = Epigenetic reg; E = HttQ103 aggreg; F = CBFb-RUNX1 inh; G = L3MBTL1 inh
CCOCCCn1c(SC(C(=O)Nc2cc(C)ccc2C)c2ccccc2)nnc1-c1ccc(Cl)cc1 (configuration not stated)
  A: 0%; B: -41%; C: -1%; D: 0.6%; E: -12%; F: 6%; G: -6%

COc1ccc(NC(=S)NCc2ccccn2)cc1OC
  A: 0%; B: 11%; C: -4%; D: 0.0%; E: 5%; F: -1%; G: 19%[11.4 µM]

COc1cccc(N(C(=O)Cn2nnc(-c3ccc(F)cc3)n2)C(C(=O)NCC2CCCO2)c2ccc(Cl)cc2)c1 (configuration not stated)
  A: -1%; B: -3%; C: 10%; D: 0.9%; E: 14%[9.22 µM]; F: 2%; G: 6%

Cc1cc(C)c2c(N)c(C(=O)N3CCN(c4ncccn4)CC3)sc2n1
  A: 2%; B: -7%[46.1 µM]; C: -11%[38.3 µM]; D: 0.1%; E: 5%; F: 9%; G: 5%

Cc1cc(C(=O)N2CCc3ccccc32)c2cc(F)ccc2n1
  A: x; B: -14%[46.1 µM]; C: x; D: 3.7%; E: 1%; F: -1%; G: -6%

COC(=O)c1cn(C(=O)c2ccc(Br)o2)c2ccccc12
  A: 2%; B: 3%[46.1 µM]; C: 0%[38.3 µM]; D: -4.8%; E: 16%; F: 5%; G: 4%

O=C(CN1CCCCCC1)Nc1cccc(Br)c1
  A: -3%; B: 0%[46.1 µM]; C: -1%[38.3 µM]; D: -1.2%; E: 2%; F: 5%; G: 0%

O=[N+]([O-])c1ccc(NCCCNS(=O)(=O)c2ccc(Cl)cc2)c(Cl)c1
  A: 0%; B: -29%[46.1 µM]; C: 20%[38.3 µM]; D: -1.1%; E: u; F: -14%; G: -1%

COC(=O)c1cc(-c2cccs2)nn1-c1ccccc1
  A: -2%; B: 29%; C: 7%; D: -1.4%; E: -7%; F: -9%; G: x

CCCCN(CC)Cc1ccc(CNC(=S)Nc2c(C)cc(C)cc2C)o1
  A: 1%; B: -37%; C: 11%; D: -2.8%; E: -9%; F: 14%; G: x

Cc1ccc(OC(=O)C23CC4CC(CC(C4)C2)C3)c(C)n1
  A: -2%; B: -6%; C: 2%; D: -1.6%; E: -8%; F: 7%; G: 8%

Cc1coc2c1c(C)cc1oc(=O)c(Cc3ccccc3)c(C)c12
  A: -3%; B: -4%[46.1 µM]; C: -5%[38.3 µM]; D: -1.0%; E: -6%; F: 6%; G: 10%

COc1cc(/C=N/NC(=O)c2ccc3nc[nH]c3c2)ccc1O
  A: x; B: -3%; C: x; D: -0.9%; E: -13%[9.22 µM]; F: -13%; G: x

CCC(=O)N1CCCn2c1nc1ccccc12
  A: -1%; B: 0%[46.1 µM]; C: 8%; D: -1.2%; E: -4%; F: 13%; G: -5%

CCOc1cc(-c2nn3cnnc3s2)cc(OCC)c1OCC
  A: 3%; B: -5%[46.1 µM]; C: -2%[38.3 µM]; D: -0.8%; E: 3%; F: -6%; G: 3%

CC1(OC(=O)C2CCCC2)C(=O)C=C2C=C(c3ccsc3)N(Cc3ccco3)C=C2C1=O (configuration not stated)
  A: -9%[7.66 µM]; B: -6%; C: 8%; D: 1.5%; E: 4%[9.22 µM]; F: u; G: x

Clc1ccc(Cc2nn3c(Cn4nnc5ccccc54)nnc3s2)cc1
  A: 3%; B: -8%[46.1 µM]; C: 4%; D: -0.9%; E: -20%; F: -6%; G: -3%

CC(C)n1nc(C(=O)Nc2nc3ccc(S(C)(=O)=O)cc3s2)c2ccccc2c1=O
  A: 0%; B: -6%[46.1 µM]; C: 3%[38.3 µM]; D: 5.1%; E: 2%; F: -1%; G: x

CCOC(=O)c1ccc(NC(=S)N(CCCN2CCCC(C)C2)Cc2cccs2)cc1 (configuration not stated)
  A: -1%; B: -31%; C: 17%; D: -1.5%; E: -6%; F: -5%; G: -5%

Cc1nc2ccccc2c(=O)n1/N=C/c1cn(-c2ccccc2)nc1-c1cccs1
  A: 10%; B: -2%[46.1 µM]; C: 3%[38.3 µM]; D: 0.7%; E: -10%; F: 1%; G: 2%

Cc1nn(CCC#N)c(C)c1Oc1ccccc1O
  A: x; B: 4%; C: x; D: 1.6%; E: 2%[9.22 µM]; F: 2%; G: x

O=C(NC1=NCCS1)C1CC2CCC1C2 (configuration not stated)
  A: -4%; B: 1%[46.1 µM]; C: 27%[38.3 µM]; D: -0.1%; E: 3%; F: 5%; G: 15%

CCCCN1CCc2[nH]c(=S)[nH]c(=O)c2C1
  A: 1%; B: 6%; C: 6%; D: 1.1%; E: -4%; F: -2%; G: 41%[activator]

O=C(COC(=O)/C=C/c1ccc(S(=O)(=O)N2CCOCC2)cc1)NCc1ccc(F)cc1
  A: 2%; B: -3%; C: 8%; D: -3.5%; E: 6%; F: -4%; G: -1%

CC(CN1C(C)CCCC1C)OC(=O)c1ccc(Cl)cc1Cl (configuration not stated)
  A: -4%; B: 9%; C: 1%; D: 0.9%; E: -2%; F: 4%; G: x

CSCCC(NS(=O)(=O)/C=C/c1ccccc1)C(=O)N1CCC(C)CC1 (configuration not stated)
  A: -6%; B: -23%[46.1 µM]; C: -3%[38.3 µM]; D: 5.4%; E: 9%; F: -8%; G: -7%

CCOC(=O)C1(CCOc2ccccc2)CCN(Cc2cccn2-c2cccnc2)CC1
  A: -1%; B: 3%; C: 14%; D: 2.4%; E: -8%[9.22 µM]; F: -4%; G: -22%

CCOc1ccccc1CN1CCN(CCCn2cccn2)CC1CCO (configuration not stated)
  A: 3%; B: -16%; C: 12%; D: 1.7%; E: -1%[9.22 µM]; F: 3%; G: 7%

Cn1cnnc1SCC(=O)Nc1ccc2nc(SCc3ccccc3Cl)sc2c1
  A: -3%; B: -13%[46.1 µM]; C: 6%; D: 1.2%; E: -12%; F: -18%; G: -8%

Nc1nc(SC2c3cccc4cccc(c34)C2NS(=O)(=O)c2ccccc2)n[nH]1 (configuration not stated)
  A: 1%; B: 0%; C: -1%; D: 0.0%; E: -1%; F: -9%; G: -4%

COc1ccc(NC(=O)C(=O)NCCN2CCN(C(=O)c3cccs3)CC2)cc1
  A: 3%; B: 13%; C: 11%; D: -0.1%; E: 7%; F: 0%; G: 18%[11.4 µM]

Cn1c(SCCC(=O)O)nnc1-c1ccncc1
  A: 1%; B: -6%[46.1 µM]; C: 1%; D: -1.2%; E: 16%; F: 11%; G: 6%

CC(=O)Nc1ccc(NS(=O)(=O)c2c(Cl)cccc2Cl)cc1
  A: x; B: 0%; C: x; D: 0.0%; E: -4%[9.22 µM]; F: 24%; G: x

CCCCc1nnc(NC(=O)C2CC(=O)N(c3ccc(C)cc3)C2)s1 (configuration not stated)
  A: 0%; B: -14%; C: -2%; D: 0.8%; E: 12%; F: 3%; G: 2%

CCc1ccc(C(=O)COC(=O)C(CCSC)NC(=O)C23CC4CC(CC(C4)C2)C3)cc1 (configuration not stated)
  A: -3%; B: -6%; C: 10%; D: 10%; E: -11%; F: -4%; G: 8%

COc1ccc(N=C(NN)c2ccc3ccccc3n2)cc1
  A: -1%; B: -7%; C: 11%; D: -0.9%; E: 7%; F: -8%; G: -5%

O=C(C1=C[C@@H](c2ccc(Br)cc2)C[C@@H](OCCCCO)O1)N1CCOCC1
  A: x; B: -3%; C: -7%; D: 0.1%; E: 7%[9.22 µM]; F: -4%; G: 8%

Bioassay records deposited in PubChem by National Center for Advancing Translational Sciences (NCATS).

Not all compounds are listed (hit frequency here may not be typical).
